PPARg SRC-1 ag = PPARgamma agonists recruiting SRC-1 coactivator, primary screen, biochemical | AID 631, 2007 | PPARgamma-SRC-1 coactivator recruitment biochemical assay | 0.41% of 200,000 active | Peroxisome proliferator-activated receptor gamma (Homo sapiens), P37231 | activation, % at 8 µM; in the data active = activation above about 19%;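 note: 0% = DMSO and 100% = reference agonist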
STAT3 act = IL-6 driven STAT3 reporter potentiators, primary screen, U3A cells, luciferase, luminescence, MLSCN library | IL-6 STAT3-luciferase reporter; 100% = signal with IL-6 EC80 alone | activation (% of control), % at 5.6 µM | 0.91% of 190,000 active;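 active = activation above the screen-wide mean of compound activation plus 3 SD, cut at about 130% in these data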;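 note: 0% = background luminescence of wells with medium and substrate only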
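Material: STAT3-luciferase reporter U3A cells. Controls: IL-6-treated wells, 100% activation. Read-out: % activation versus median of IL-6-stimulated wells. Probe or stimulus: IL-6 stimulus at 33 ng/mL final. Timing: compound 1 h, then IL-6 6 h at 37 °C. Signal: reporter luminescence signal.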
PPARg SRC3 recr = PPARgamma agonists recruiting SRC-3 coactivator, primary screen, biochemical. 0.26% of 200,000 active. Peroxisome proliferator-activated receptor gamma (Homo sapiens), P37231. activation, % at 8 µM. biochemical PPARgamma/SRC-3 coactivator recruitment assay; in the data active = activation above about 23%;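 note: 0% = DMSO and 100% = reference agonist; some compounds past the cut are filed as inactive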
STAT1 inh = STAT1 signaling inhibitors, primary screen, cell-based, HTS, luciferase reporter | 0.35% of 200,000 active | NIH 3T3 STAT1-luciferase reporter, IFN-gamma, luminescence | inhibition, % at 5.5 µM;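 active = inhibition above a set limit, the mean inhibition across all tested compounds plus 3 SD, cut at about 34% in these data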;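 note: 0% = IFN-gamma with DMSO and 100% = IFN-gamma with 300 µM nifuroxazide; values of inactives mirror those of a sister screen read the other way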
RAM inhibit = inhibitors of the yeast RAM network, primary screen, dse1pr::URA3 reporter, 5-FOA selection. S. cerevisiae dse1pr::URA3 reporter, 5-FOA growth OD615, 2 d; analog-sensitive cbk1-as2 kinase mutant strain. inhibition, % at 50 µM. 1.8% of 190,000 active;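 active = inhibition above a set limit, 3 SD over mean compound inhibition, cut at about 8.4% in these data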;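 note: 0% = DMSO-only wells with no growth and 100% = 10 µM 1-NA-PP1 full growth; inhibition rescues growth on 5-FOA so higher OD means more RAM inhibition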
SRC2 TRFRET art = TR-FRET signal artefacts, primary screen, artefact control for PPARgamma SRC-2 agonist project, biochemical | TR-FRET artefact counter-screen; hits give high values | TR-FRET ratio at 8 µM | 0.4% of 200,000 active; in the data active = TR-FRET ratio above about 2000; note: inactives centre near 1500
ROMK mod = ROMK potassium channel modulators, primary screen, cell-based, thallium flux, MLSMR library | ATP-sensitive inward rectifier potassium channel 1 (Homo sapiens), P48048 | Tet-inducible ROMK, thallium flux fluorescence; actives lie on both sides | B-score at 10 µM | 2% of 130,000 active;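 active = signal ratio slope over the read window, or its plate-corrected B-score, at least 3 SD from the plate mean, either direction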;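 note: B-score of the F/F0 ratio slope over 7 to 12 s after thallium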
Target sequence (P48048 whole entry, looked up): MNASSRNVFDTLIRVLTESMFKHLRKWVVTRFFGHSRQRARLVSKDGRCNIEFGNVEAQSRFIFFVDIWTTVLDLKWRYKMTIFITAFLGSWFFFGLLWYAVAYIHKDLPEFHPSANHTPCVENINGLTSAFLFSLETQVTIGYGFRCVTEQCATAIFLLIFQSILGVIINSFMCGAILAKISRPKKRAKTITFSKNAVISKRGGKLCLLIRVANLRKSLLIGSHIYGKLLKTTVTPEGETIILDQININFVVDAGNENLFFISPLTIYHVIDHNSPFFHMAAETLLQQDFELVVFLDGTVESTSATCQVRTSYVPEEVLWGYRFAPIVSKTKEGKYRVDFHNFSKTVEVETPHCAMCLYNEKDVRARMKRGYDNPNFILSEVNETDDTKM
TLR4 MyD88 comp = inhibitors of TLR4-MyD88 association in cells, primary screen, cell-based, HeLa CL3-4, BLA complementation, FRET ratio | 0.18% of 200,000 active | inhibition, % at 8.4 µM | Toll-like receptor 4 (Homo sapiens) + Myeloid differentiation primary response protein … | HeLa CL3-4 TLR4/MyD88 BLA complementation; in the data active = inhibition above about 25%;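 note: 0% = vehicle and 100% = reference inhibitor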
STAT3 inh = IL-6 driven STAT3 reporter inhibitors, primary screen, U3A cells, luciferase, luminescence, MLSCN library; IL-6 STAT3-luciferase reporter; host cell line lacks STAT1; inhibition, % at 5.5 µM; 0.89% of 190,000 active; AID 862, 2007;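 active = inhibition above the mean inhibition across all screened compounds plus 3 SD, cut at about 44% in these data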;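 note: 0% = DMSO only wells and 100% = 100 µM nifuroxazide control wells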
S1P3 antag = S1P3 receptor antagonists, primary screen, cell-based; inhibition, % at 4.98 µM; CHO S1P3 NFAT-BLA reporter, FRET fluorescence, antagonist mode; 0.27% of 170,000 active; Sphingosine 1-phosphate receptor 3 (Homo sapiens), Q99500; AID 485, 2006;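 active = inhibition above the plate cutoff, the mean inhibition of test wells on that plate plus 3 SD, cut at about 28% in these data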;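 note: cells challenged with S1P at its EC80 of 0.8 µM; blue over green emission ratio from cleaved BLA substrate after 4 h stimulation; 0% = S1P-stimulated wells and 100% = unstimulated DMSO-only wells; some compounds past the cut are filed as inactive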
Target sequence (Q99500 whole entry, looked up): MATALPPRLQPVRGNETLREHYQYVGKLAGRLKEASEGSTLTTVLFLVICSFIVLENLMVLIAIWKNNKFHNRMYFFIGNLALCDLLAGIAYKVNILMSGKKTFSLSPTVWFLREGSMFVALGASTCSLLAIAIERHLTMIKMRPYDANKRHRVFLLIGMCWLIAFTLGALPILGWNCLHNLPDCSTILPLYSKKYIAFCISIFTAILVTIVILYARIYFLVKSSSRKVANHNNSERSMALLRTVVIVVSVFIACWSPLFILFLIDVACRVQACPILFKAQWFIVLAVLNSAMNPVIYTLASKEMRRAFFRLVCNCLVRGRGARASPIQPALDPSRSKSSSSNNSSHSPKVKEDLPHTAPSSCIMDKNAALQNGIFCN
PPARg SRC2 recr = agonists of PPARg-SRC-2 recruitment, primary screen, biochemical, HTS; PPARgamma LBD-SRC-2 recruitment; 0.34% of 200,000 active; activation, % at 8 µM; Peroxisome proliferator-activated receptor gamma (Homo sapiens), P37231; in the data active = activation above about 22%;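 note: 0% = vehicle and 100% = reference agonist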
* = called active by the depositor; nt = not tested or not shown. The order is random; about 5.6% have a hit in one of these screens.

Sample of the layout, seven compounds:
SMILES | PPARg SRC-1 ag | STAT3 act | PPARg SRC3 recr | STAT1 inh | RAM inhibit | SRC2 TRFRET art | ROMK mod | TLR4 MyD88 comp | STAT3 inh | S1P3 antag | PPARg SRC2 recr
O=c1[nH]c2ccccc2c(=O)n1Cc1ccco1 | 9 | 105 | 7 | 0 | 0.3 | 1656 | nt | 12 | -1 | 19 | 11
COc1cc(C(=O)Nc2cccc(-c3nc4ccccc4o3)c2C)cc(OC)c1OC | -4 | 103 | -15 | 13 | 5.3 | 1378 | 0.038 | 3 | 1 | -11 | -6
CC(C)CNc1cc(=O)n(C)c(=O)n1C | 2 | 94 | 0 | -1 | 2.0 | 1687 | nt | 3 | 12 | -13 | 1
Cc1nc2cc(-c3cccc(F)c3)nn2c(C)c1CCC(=O)NC(C)c1ccc2c(c1)OCCO2 (stereo not drawn) | 3 | 100 | -1 | 2 | 0.8 | 1450 | -0.012 | -14 | 0 | -6 | 18
CCSc1nnc(NC(=O)C(C)(C(F)(F)F)C(F)(F)F)s1 | 3 | 95 | 1 | 11 | -1.3 | 1541 | -3 | 2 | 11 | nt | -1
Cc1noc(C)c1S(=O)(=O)Nc1ccc(C(=O)NC2CCCCCC2)cc1 | 2 | 101 | -3 | -8 | -1.4 | 1586 | 0.56 | 2 | 4 | -9 | -3
COc1ccc(-n2c(SCC(=O)c3ccc[nH]3)nnc2-c2ccccc2)cc1 | 0 | 97 | 2 | -3 | 5.4 | 1362 | 0.72 | -6 | 2 | 1 | 2

Results (from the top)
SMILES | PPARg SRC-1 ag | STAT3 act | PPARg SRC3 recr | STAT1 inh | RAM inhibit | SRC2 TRFRET art | ROMK mod | TLR4 MyD88 comp | STAT3 inh | S1P3 antag | PPARg SRC2 recr
O=c1[nH]c2ccccc2c(=O)n1Cc1ccco1 | 9 | 105 | 7 | 0 | 0.3 | 1656 | nt | 12 | -1 | 19 | 11
COc1cc(C(=O)Nc2cccc(-c3nc4ccccc4o3)c2C)cc(OC)c1OC | -4 | 103 | -15 | 13 | 5.3 | 1378 | 0.038 | 3 | 1 | -11 | -6
CC(C)CNc1cc(=O)n(C)c(=O)n1C | 2 | 94 | 0 | -1 | 2.0 | 1687 | nt | 3 | 12 | -13 | 1
Cc1nc2cc(-c3cccc(F)c3)nn2c(C)c1CCC(=O)NC(C)c1ccc2c(c1)OCCO2 (stereo not drawn) | 3 | 100 | -1 | 2 | 0.8 | 1450 | -0.012 | -14 | 0 | -6 | 18
CCSc1nnc(NC(=O)C(C)(C(F)(F)F)C(F)(F)F)s1 | 3 | 95 | 1 | 11 | -1.3 | 1541 | -3 | 2 | 11 | nt | -1
Cc1noc(C)c1S(=O)(=O)Nc1ccc(C(=O)NC2CCCCCC2)cc1 | 2 | 101 | -3 | -8 | -1.4 | 1586 | 0.56 | 2 | 4 | -9 | -3
COc1ccc(-n2c(SCC(=O)c3ccc[nH]3)nnc2-c2ccccc2)cc1 | 0 | 97 | 2 | -3 | 5.4 | 1362 | 0.72 | -6 | 2 | 1 | 2
C=CCn1cnc2c(nnn2-c2ccc(Cl)cc2)c1=O | -3 | 83 | 3 | -3 | 4.0 | 1713 | -0.039 | 6 | 24 | -26 | -2
O=C(NCc1ccccc1)NC1(C(=O)N2CCOCC2)CCCCC1 | -2 | 123 | 1 | 2 | 0.0 | 1529 | nt | 2 | -21 | -2 | -2
O=C(O)CSc1nnc(Cn2nnc3ccccc32)n1CCc1ccccc1 | 8 | 96 | 12 | 12 | 1.5 | 1685 | nt | 19 | 10 | -17 | 6
CC1(C)C(=O)OC(c2c(F)c(F)c(F)c(F)c2F)C2(CCCCC2)C1=O (stereo not drawn) | 1 | 97 | -3 | 6 | 2.4 | 1665 | nt | 1 | 4 | 2 | 4
Cc1ccc(OP(=O)(Nc2c(C)n(C)n(-c3ccccc3)c2=O)Oc2ccc(C)cc2)cc1 | -6 | 103 | 12 | 0 | 2.3 | 1438 | 0.078 | -11 | -3 | 7 | -1
CCCCNC(=S)NNC(=O)c1csc2ccccc12 | 2 | 94 | -6 | -13 | 1.2 | 1656 | -0.93 | -2 | 6 | nt | 8
CC(C)OC(=O)c1ccc(NC(=O)Cn2c(-c3nonc3N)nc3ccccc32)cc1 | 2 | 94 | 1 | 5 | 4.4 | 1408 | nt | 5 | 9 | nt | -6
Cc1ccccc1C(=O)NC1CCN(CC(=O)NCc2cccs2)CC1 | 5 | 97 | 1 | -4 | 0.2 | 1703 | 0.23 | 6 | 9 | -16 | 8
COCCN1C(=O)N[C@@H](c2ccco2)C(C(C)=O)=C1C | -5 | 105 | 3 | -3 | 1.5 | 1357 | 0.68 | -11 | -9 | -10 | 3
COc1cc(S(=O)(=O)N2CCCCC2)ccc1NC(C)=O | 3 | 104 | -4 | -3 | -0.3 | 1444 | 0.86 | 12 | -4 | nt | 7
O=C(c1cnn(-c2ccccc2)c1)c1ccc2ccccc2c1O | -4 | 97 | -15 | -28 | 10* | 1510 | nt | 14 | 6 | nt | -1
Cc1ccccc1C(=O)Nc1ccccc1 | 0 | 99 | 11 | -10 | nt | 1491 | nt | -4 | 8 | -33 | 3
CC1CCC(C(C)C)C(OC(=O)C[n+]2cc(-c3ccc(Cl)cc3)n3c2CCCCC3)C1 (stereo not drawn) | 2 | 103 | 0 | 19 | -0.7 | 1409 | -9.8* | 14 | 4 | -21 | -7
CCOc1ccccc1C(=O)Nn1c(C2CCC2)nc2ccccc2c1=O | 0 | 162* | 3 | -3 | 1.7 | 1448 | nt | 0 | -70 | 8 | -1
FC(F)(F)c1cnc(N2CCC(=NOCc3ccc(Cl)cc3)CC2)c(Cl)c1 | 6 | 94 | -4 | 5 | -0.3 | 1446 | -0.083 | -4 | 15 | nt | 12
C[C@@H]1C=C(C(=O)N2CCN(Cc3ccc4c(c3)OCO4)CC2)O[C@H](OCCCCO)C1 | 0 | nt | 3 | 11 | -0.8 | 1535 | nt | 0 | nt | -16 | 7
Cc1ccc(/C=C/C(=O)Nc2nccs2)o1 | 0 | 100 | 4 | -54 | 0.1 | 1570 | nt | -1 | 2 | -25 | 3
O=C(NCCCCc1ccccc1)c1ccccc1 | 10 | 92 | -1 | -8 | 0.7 | 1605 | -1.2 | -13 | 14 | -5 | 5
CC(Oc1cc(F)ccc1[N+](=O)[O-])C(=O)Nc1ccc(S(=O)(=O)N2CCCC2)cc1 (stereo not drawn) | -2 | 94 | -1 | 8 | 5.5 | 1352 | -0.37 | 4 | 8 | 16 | 5
O=C(N[C@@H](c1ccccc1)[C@@H]1C[C@H]1C(=O)NCc1ccccn1)OCc1ccccc1 | 1 | 104 | 6 | -7 | 0.1 | 1582 | -0.35 | 1 | -8 | -18 | 18
COCCNC(=O)c1onc(CCl)c1C(=O)OC | 7 | 100 | 13 | 9 | 2.0 | 1452 | -0.89 | 0 | 7 | nt | 10
COc1ccc(N2C(=O)C(Cl)=C(Nc3ccc(OC)cc3OC)C2=O)cc1 | 7 | 104 | -1 | -8 | 6.5 | 1572 | 1.2 | 1 | 0 | 2 | -3
Cc1cccc(NC(=O)COc2ccc(Br)cc2)n1 | 1 | 87 | 5 | -7 | 0.7 | 1542 | nt | -3 | 20 | -34 | 9
COc1cccc(NC(=O)N2CCCC2C(=O)NCc2ccccc2F)c1 (stereo not drawn) | 1 | 105 | -2 | 2 | 0.6 | 1471 | -0.43 | -2 | 7 | -21 | 11
O=C(CSc1nc2ccc([N+](=O)[O-])cc2[nH]1)NC1CCCCCC1 | -4 | 97 | -1 | -1 | 1.3 | 1462 | -0.91 | -9 | 6 | -5 | 4
COc1cc(/C=C(/C#N)c2nc3ccccc3[nH]2)ccc1OCC(=O)Nc1ccccc1C | 2 | 103 | -6 | -12 | 7.5 | 1698 | -1.3 | 83* | 4 | nt | 6
CN(C)c1ccc(/C=N/O)cc1 | -1 | 100 | 4 | -7 | -0.5 | 1287 | 0.26 | -15 | 3 | -7 | 4
COc1ccccc1NC(=O)C(NC(=O)OC(C)(C)C)C(C)OCc1ccccc1 (stereo not drawn) | 10 | 95 | 6 | 0 | 4.9 | 1601 | nt | -10 | 16 | nt | 2
COc1ccc(Cl)c(NCCC(=O)O)c1 | 4 | 99 | 4 | 1 | -0.6 | 1569 | 1.1 | 2 | 3 | 4 | 10
O=C(CNCCO)N1CCc2ccccc21 | 1 | 113 | 3 | 1 | -0.5 | 1491 | nt | 8 | -12 | nt | -13
O=C(NC(Cc1ccccc1)c1nc2ccccc2[nH]1)C1CC(=O)N(c2ccc3c(c2)OCCO3)C1 (stereo not drawn) | 11 | 91 | 6 | -1 | -0.1 | 1442 | nt | 14 | 18 | 6 | 0
O=C(CN1CCCC1)N1c2ccccc2C=Cc2ccccc21 | 0 | 96 | -2 | -1 | -0.2 | 1515 | 0.65 | -16 | 7 | -26 | -3
CN(CC(=O)Nc1ccc(S(N)(=O)=O)cc1)c1ccccc1 | 1 | 104 | 2 | -10 | -0.3 | 1700 | -0.2 | -7 | 1 | nt | -1
CS(=O)(=O)Nc1ccc(S(=O)(=O)Nc2nccs2)cc1 | 6 | 94 | -5 | 4 | 1.2 | 1550 | nt | 7 | 12 | -23 | 2
Cc1cc(C)c(C)c(OCCOCCN2CCOCC2)c1 | 3 | 94 | 5 | 4 | -0.4 | 1570 | nt | -6 | 10 | -30 | -2
CC1CC(C)CN(CC(=O)N2c3ccccc3CCc3ccccc32)C1 (stereo not drawn) | 0 | 106 | 2 | 4 | 0.7 | 1441 | nt | 6 | -4 | nt | -1
C/C(CCc1ccccc1)=N\NC(=O)C(=O)Nc1cccc(Cl)c1 | 0 | 99 | 2 | 4 | 0.9 | 1634 | -0.45 | 0 | 3 | -7 | -3

Screens deposited in PubChem by several laboratories.
